# ANO1 block – inhibitors of mouse TMEM16A calcium-activated chloride channel. HEK293 TMEM16A/YFP iodide influx fluorescence, ionomycin. normalized B-score (activity score, 25-100; higher = stronger inhibition) at 10 µM. actives 1.2% (n = 310,000). AID 588511;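 active = ratio plate-corrected score three or more library SD toward inhibition, starting fluorescence score within five deviations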;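 note: score derived from kinetic fluorescence span divided by baseline fluorescence per well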
# SKKanGAS inh – inhibitors of SKKanGAS S. pyogenes growth in kanamycin (SK-promoter or general growth effect) | actives 1.3% (n = 300,000) | inhibition, % at 7.5 µM | BacTiter-Glo, 6 h | AID 1662;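 active = mean replicate score, as percent of positive control median, at least 50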;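 note: strain carries kanamycin resistance gene driven by streptokinase promoter and grows in 40 µg/ml kanamycin; loss of luminescence reflects streptokinase promoter inhibition or plain growth inhibition; 0% = median of DMSO wells and 100% = positive control at its reference dose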
# TRPC6 activator – activates the mouse TRPC6 cation channel. Q61143. HEK293-TRPC6 membrane potential dye fluorescence; hits give high values. B-score at 10 µM. actives 0.13% (n = 310,000). AID 2550;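 active = B-score of the integrated fluorescence ratio above library mean plus 3 SD, and starting fluorescence ratio within library mean plus 5 SD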;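 note: higher score means more depolarization so channel activation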
# TRPC6 inh – inhibitors of mouse TRPC6 channel. Q61143. HEK293-TRPC6, membrane potential dye, ACh-evoked depolarization; hits give low values. B-score at 10 µM. actives 1.1% (n = 310,000). AID 2553;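 active = B-score under library mean minus 3 SD, initial fluorescence not abnormally high, positive integrated signal ratio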;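 note: B-score derived from integrated fluorescence ratio over the kinetic read; more negative B-score means stronger inhibition of depolarization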
# ANO1 activ – mouse TMEM16A channel activation, primary screen | Q8BHY3 | HEK293 TMEM16A/YFP-H148Q/I152L, iodide quench fluorescence; hits give low values | B-score at 10 µM | actives 0.3% (n = 340,000) | AID 623877;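 active = fluorescence-ratio B-score plate-corrected deviation score at least 3 library SD below zero, with starting fluorescence score within 5 deviations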;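 note: channel opened by trigger with iodide after compound preincubation; score built on the fluorescence ratio of max minus min over baseline; more negative score means more quench and so TMEM16A activation or potentiation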
# TRPC4 inh – blocks the mouse TRPC4 cation channel; actives 0.39% (n = 300,000); AID 2247; B-score at 10 µM; HEK293 TRPC4beta/mu-opioid, DAMGO-evoked Fluo4 calcium flux; hits give low values;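 active = B-score over 3 SD under the library average, no early fluorescence shift, positive overall ratio signal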
# Target sequence (Q9QUQ5 whole entry, looked up): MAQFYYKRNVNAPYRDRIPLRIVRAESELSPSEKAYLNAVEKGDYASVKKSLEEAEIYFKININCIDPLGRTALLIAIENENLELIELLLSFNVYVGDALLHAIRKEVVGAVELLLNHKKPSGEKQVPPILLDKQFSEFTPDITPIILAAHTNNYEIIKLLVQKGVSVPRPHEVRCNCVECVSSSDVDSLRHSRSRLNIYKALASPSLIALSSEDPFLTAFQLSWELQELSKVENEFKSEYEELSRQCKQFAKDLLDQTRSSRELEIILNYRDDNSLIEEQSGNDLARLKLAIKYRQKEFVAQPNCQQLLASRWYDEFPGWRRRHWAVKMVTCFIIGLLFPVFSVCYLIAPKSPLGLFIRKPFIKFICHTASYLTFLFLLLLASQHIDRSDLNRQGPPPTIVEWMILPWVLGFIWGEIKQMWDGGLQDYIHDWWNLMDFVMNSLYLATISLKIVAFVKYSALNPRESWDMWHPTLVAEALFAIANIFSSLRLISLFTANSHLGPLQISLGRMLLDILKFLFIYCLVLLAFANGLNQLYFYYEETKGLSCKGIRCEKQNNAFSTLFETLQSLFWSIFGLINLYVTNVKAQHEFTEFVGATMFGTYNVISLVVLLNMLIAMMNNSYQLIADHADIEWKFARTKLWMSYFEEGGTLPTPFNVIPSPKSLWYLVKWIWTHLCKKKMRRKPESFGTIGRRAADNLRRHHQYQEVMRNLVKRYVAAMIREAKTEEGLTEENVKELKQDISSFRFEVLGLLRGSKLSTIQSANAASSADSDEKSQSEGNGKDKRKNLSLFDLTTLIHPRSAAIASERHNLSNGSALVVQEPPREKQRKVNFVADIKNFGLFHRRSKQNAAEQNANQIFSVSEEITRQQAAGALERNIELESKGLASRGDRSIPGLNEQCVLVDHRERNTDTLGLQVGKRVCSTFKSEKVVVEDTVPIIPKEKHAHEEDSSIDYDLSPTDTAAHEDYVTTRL
#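 Test system – stable TRPC4beta/mu-opioid receptor HEK293 cells · Probe or stimulus – DAMGO, a submaximal dose followed by a maximal one · Dosing – one concentration per compound · Signal – Fluo4 calcium fluorescence by kinetic imaging, 5 s 1 Hz baseline · Evaluation – per-well B score of integrated baseline-normalized Fluo4 ratio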
# MrgX1 antagonist – antagonists of human MrgX1 receptor. MRGX1-HEK293 calcium flux, Fluo-4, BAM8-22 antagonism; hits give low values. B-score at 10 µM. actives 1.3% (n = 310,000);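 active = calcium-response B-score plate-corrected more than 3 library SD below zero, starting fluorescence within 5 deviations, no agonist response on first addition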;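 note: peak minus trough fluorescence over baseline after final BAM8-22 challenge near maximal dose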
# TRPC4 agonist – TRPC4 (mouse) channel activation; Q9QUQ5; HEK293 TRPC4beta/mu-opioid, Fluo4 calcium fluorescence; hits give high values; B-score at 10 µM; actives 0.49% (n = 310,000); AID 2237;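 active = B-score above 5 SD of library B-scores, and initial fluorescence ratio not above library mean plus 5 SD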;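 note: positive B-score marks a calcium rise read as TRPC4 activation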
#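 Assay system: HEK293 stable line with TRPC4beta plus mu-opioid receptor; schedule: 45 min room-temperature Fluo4 loading, 110 s read; technique: kinetic Fluo4 calcium fluorescence; evaluation: integrated baseline-normalised fluorescence ratio, converted to per-well B score; controls: buffer (low) and maximal DAMGO (high)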
# MrgX1 ag – activates human MrgX1 receptor signaling; MrgX1-HEK293 cells, Fluo-4 calcium fluorescence, agonist mode; hits give high values; B-score at 10 µM; actives 0.44% (n = 310,000);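 active = calcium response B-score plate-corrected fluorescence ratio at least 3 library SD, with starting fluorescence B-score inside 5 SD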
#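 Material: MrgX1-expressing HEK293 cells / Dosing: compound as first of three additions / Incubation: overnight seeding, then 1 h dark dye loading / Signal: Fluo-4 NW calcium fluorescence / Evaluation: B-scored fluorescence response ratio / Benchmarks: positive and negative control wells on each plate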
# TRPC4 PAM – allosteric potentiators of mouse TRPC4 channel. HEK293 TRPC4beta/mu-opioid, DAMGO EC20, Fluo-4 Ca2+ flux; hits give high values. Q9QUQ5. actives 0.42% (n = 310,000). B-score at 10 µM;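 active = B-score of calcium response area above 5 SD of library B-scores, with initial fluorescence ratio within 5 SD of library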;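 note: B-score of integrated fluorescence ratio over time as area under calcium response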
# MrgX1 allo act – human MrgX1 positive allosteric modulation, primary screen; MrgX1-HEK293, Fluo-4 calcium flux, FDSS; hits give high values; actives 0.63% (n = 310,000); B-score at 10 µM; AID 588675;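 active = plate-corrected calcium response at least 3 library SD above typical, normal starting fluorescence, not activating the receptor alone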;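 note: compound read alongside a low EC10 to EC30 dose of BAM8-22 agonist; peak minus trough fluorescence over baseline measured at the second addition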
# * = called active by the depositor; i = inactive; / = not tested or not shown. The order is random (roughly 6.7% active in at least one column).
item	canonical_smiles	ANO1 block	SKKanGAS inh	TRPC6 activator	TRPC6 inh	ANO1 activ	TRPC4 inh	MrgX1 antagonist	TRPC4 agonist	MrgX1 ag	TRPC4 PAM	MrgX1 allo act
1	Cc1ccc(NC(=O)COC(=O)CCc2ccc(S(=O)(=O)N3CCOCC3)cc2)cc1C	i	0.1	i	i	i	i	i	i	i	i	i
2	O=C(NCc1n[nH]c(=S)n1-c1ccc(F)cc1)c1ccc(S(=O)(=O)N2CCOCC2)cc1	i	-0.5	i	i	i	i	i	i	i	i	i
3	CCOc1ccccc1N1CCN(Cc2ccc(Br)s2)CC1	i	-0.3	i	i	i	i	i	i	i	i	i
4	COc1ccc(C2SCC(=O)N2CC23CC4CC(CC(C4)C2)C3)cc1 (configuration not stated)	i	20.6	i	i	i	i	-5.25*	i	i	i	i
5	O=C(c1cc(-c2cccs2)on1)N1CCOCC1	i	-1.2	i	i	i	i	i	i	i	i	i
6	CC1CN(C2CCN(S(=O)(=O)c3ccc(F)cc3)CC2)CC(C)O1 (configuration not stated)	i	-4.9	i	i	i	i	i	i	i	i	i
7	CCc1cc([N+](=O)[O-])cc(CC)c1N	i	1.7	i	i	i	i	i	i	i	i	i
8	Cc1cccc(-n2c(C)cc(/C=N\NC(=O)c3ccco3)c2C)c1	i	7.4	i	i	i	i	i	i	i	i	i
9	O=C(Nc1ccnn1C1CCN(Cc2ccc(Cl)cc2)CC1)C1CCCC1	i	1.2	i	i	i	i	i	i	i	i	i
10	COc1ccc(-c2cn(CCO)c(-c3ccc(Cl)nc3)n2)cc1	i	/	/	/	i	/	i	/	i	/	i
11	Cc1ccc(NC(=O)C2(NC(=O)c3cccc(N4C(=O)CSC4c4ccccc4)c3)CCCCC2)cc1 (configuration not stated)	i	-0.1	i	i	i	i	i	i	i	i	i
12	Cc1nn(-c2ccccc2)c(C)c1C(=O)OCC(=O)NC(=O)NC1CCCC1	i	3.5	i	i	i	i	i	i	i	i	i
13	N#Cc1ccc(OCC(=O)NN2Cc3ccccc3C2=N)cc1	i	5.1	i	i	i	i	i	i	i	i	i
14	Cc1onc(-c2ccccc2)c1C(=O)Nc1ncc([N+](=O)[O-])s1	100*	20.3	i	i	i	i	-4.55*	i	i	i	i
15	Cc1ccc(Sc2cc(N3CCOCC3)nc(-c3ccccc3)n2)cc1	i	31.2	i	i	i	i	i	i	i	i	i
16	Cc1oc2c(c1C(=O)N1CCC(C)CC1)C(=O)c1ccccc1C2=O	i	14.2	i	i	/	i	i	i	i	i	i
17	Cn1c(-c2ccc(F)cc2)cnc1SCC(=O)NCc1ccco1	i	-0.5	i	i	i	i	i	i	i	i	i
18	Cc1ccc(-c2ccc([C@H]3[C@@H]4C=CCC[C@@]4(C)C(=O)N3Cc3ccccc3)c(F)c2)cc1	i	43.0	i	i	i	i	i	i	i	i	i
19	CC(C)n1c(Sc2nccn2C)nc2c1c(=O)n(C)c(=O)n2C	i	-4.6	i	i	i	i	i	i	i	i	i
20	O=C(Nc1ccc2oc(-c3ccncc3)nc2c1)c1ccc2c(c1)OCCO2	i	0.1	i	i	i	i	i	i	i	i	i
21	Cc1ccc(C#CC[N+]2(C)CCCCC2)cc1	i	4.1	i	i	i	i	i	i	i	i	i
22	O=C(COc1ccc(Cl)cc1Cl)OCC(=O)N1CCCc2ccccc21	i	-1.2	i	i	i	i	i	i	i	i	i
23	OCCC1CN(Cc2cccn2-c2ccccn2)CCN1C1CCCC1 (configuration not stated)	i	-3.7	i	i	i	i	i	i	i	i	i
24	O=C(Nc1ccc(N2CCN(C(=O)c3ccco3)CC2)cc1)c1ccc(Br)cc1	i	-1.5	i	i	i	i	i	i	i	i	i
25	Cc1[nH]c2ccccc2c1C(c1ccncc1)N1CCC(C)CC1 (configuration not stated)	i	-9.4	i	i	i	i	i	i	i	i	i
26	COc1ccc([N+](=O)[O-])cc1NC(=O)CC1SC(=Nc2cccc(C)c2C)N(/N=C/c2cccc(OC)c2OC)C1=O (configuration not stated)	i	-0.2	i	i	i	i	i	i	i	i	i
27	O=C(N/N=C/c1ccccc1[N+](=O)[O-])c1cccs1	i	-2.7	i	i	i	i	i	i	i	i	i
28	COc1ccc(C(=O)OCc2csc(C)n2)c(O)c1	i	-10.2	i	i	i	i	i	i	i	i	i
29	CC(O)c1nc(C(C)O)n(CC(=O)c2ccccc2)n1 (configuration not stated)	i	0.9	i	i	i	i	i	i	i	i	i
30	COc1ccc(C(=O)Nc2ccc(N3CCCCC3)cc2)cc1Br	i	4.3	i	i	i	i	i	i	i	i	i
31	COc1ccc(C)cc1S(=O)(=O)N1CCOCC1	i	-15.8	i	i	i	i	i	i	i	i	i
32	Cc1c(Cl)ccc2c1NC(=O)[C@]21N[C@@H](Cc2ccccc2)[C@H]2C(=O)N(c3ccc(F)cc3)C(=O)[C@H]21	i	13.3	i	i	i	i	i	i	26.6*	i	i
33	Cc1ccc(S(=O)(=O)Nc2c(O)c3ccccc3oc2=O)cc1C	i	4.1	i	i	i	i	i	i	i	i	i
34	CCOC(=O)NC(=O)c1cn(N(C)c2ncc(C(F)(F)F)cc2Cl)c(=O)[nH]c1=O	i	0.6	i	i	i	i	i	i	i	i	i
35	COC(CNC(=O)CNC(=S)N(Cc1ccccc1)Cc1cccs1)OC	i	-2.6	i	i	i	i	i	i	i	i	i
36	O=C(Cc1ccccc1)c1nc2ccccc2s1	i	2.7	i	i	i	i	i	i	i	i	i
37	Cn1nnnc1N=N/C(=N/Nc1ccccc1)c1ccccc1	i	14.9	i	i	i	i	i	i	i	i	i
38	N/C(=N/OC(=O)c1ccccc1F)c1nonc1N	i	-1.0	i	i	i	i	i	i	i	i	i
39	CCN1CCCC1CNC(=O)Cn1nc(C)n2c(cc3cc(C)ccc32)c1=O (configuration not stated)	i	12.5	i	i	i	i	i	i	i	i	i
40	COc1cccc(CN(C(=O)Cc2c[nH]c3ccccc23)C(C(=O)NC2CCCCC2)c2cccs2)c1 (configuration not stated)	i	44.0	i	i	i	i	i	i	i	i	i
41	CCOc1cc(/C=C2/SC(=Nc3ccccc3)N(Cc3cccnc3)C2=O)ccc1OCC#N	i	17.0	i	i	i	i	i	i	i	i	i
42	CN(C)S(=O)(=O)c1ccc(C(=O)Nc2cccc(C(=O)O)c2)cc1	i	-0.3	i	i	i	i	i	i	i	i	i
43	CCOC(=O)C1=C(O)/C(=C/c2ccc(OCC(=O)O)c(OCC)c2)SC1=Nc1ccc(OC)cc1	i	28.6	i	i	i	i	i	i	i	i	i
44	CCN(CCO)C(=O)c1ccc2nc(Cc3ccc(OC)cc3)oc2c1	i	-2.4	i	i	i	i	i	i	i	i	i
45	CN(Cc1ccc(Cl)cc1Cl)C(=O)c1cccc(S(=O)(=O)N2CCN(c3ccccc3)CC2)c1	i	-4.4	i	i	i	i	i	i	i	i	i
46	CC(=O)N1N=C(c2ccccc2)OC1c1cccnc1 (configuration not stated)	i	1.0	i	i	i	i	i	i	i	i	i
47	CC(Oc1ccc(-c2ccccc2)c(F)c1)c1ccn(S(=O)(=O)c2cccc3ccccc23)n1 (configuration not stated)	i	4.4	i	i	i	i	i	i	i	i	i
48	CC(=O)c1ccc(NC(=O)c2cc(Cl)nc3ccccc23)cc1	i	-4.1	i	i	i	i	i	i	i	i	i
49	Nc1ccc(N2CCCCC2)c(S(=O)(=O)Nc2ccc(Cl)cc2)c1	i	-1.9	i	i	i	i	i	i	i	i	i
50	CC(C)OC(=O)/C(=C\c1cccnc1)NC(=O)c1ccccc1	i	6.5	i	i	i	i	i	i	i	i	i
51	Cc1ccc(S(=O)(=O)c2nnn3c2nc(N2CCOCC2)c2ccccc23)cc1C	i	24.2	i	i	i	i	i	i	i	i	i
52	O=C(O)c1ccc(-n2nncc2-c2ccco2)cc1	i	-3.1	i	i	i	i	i	i	i	i	i
53	O=[N+]([O-])c1cccc(-c2cc3cccc[n+]3cc2-c2cccc([N+](=O)[O-])c2)c1	i	6.3	i	-10.2*	i	i	i	i	i	i	i
54	CCOc1ccc(C(OC(=O)c2ccco2)C(=O)NCc2ccc(C)cc2)cc1 (configuration not stated)	i	-6.0	i	i	i	i	i	i	i	i	i
55	COc1ccc(S(=O)(=O)N2CCC(C)CC2)cc1N(C)S(=O)(=O)c1ccccc1	i	0.8	i	i	i	i	i	i	i	i	i
56	COc1ccc(NC(=O)c2nnn(CC(=O)Nc3ccccc3OC)c2N)c(OC)c1	i	0.4	i	i	i	i	i	i	i	i	i
57	Cc1cc(C)n(Cc2ccc(C(=O)O)o2)n1	i	-1.3	i	i	i	i	i	i	i	i	i
58	COc1ccc(-c2cc(C(F)F)n3ncc(C(=O)NCCCN4CCCC4=O)c3n2)cc1	i	-4.6	i	i	i	i	i	i	i	i	i
59	CCCCOc1ccc(S(=O)(=O)NNC(=O)c2cc3ccccc3o2)cc1	i	-7.8	i	-5.17*	i	i	i	i	i	i	i
60	CN1OC(c2ccccc2)=C(CO)C1c1ccccc1 (configuration not stated)	i	2.6	i	i	i	i	i	i	i	i	i

# (listing goes on)
item	canonical_smiles	ANO1 block	SKKanGAS inh	TRPC6 activator	TRPC6 inh	ANO1 activ	TRPC4 inh	MrgX1 antagonist	TRPC4 agonist	MrgX1 ag	TRPC4 PAM	MrgX1 allo act
61	O=C(CCCC(=O)OCC1CCCO1)OCC1CCCO1 (configuration not stated)	i	-4.7	i	i	i	i	i	i	i	i	i
62	CCOc1ccc2sc(NS(=O)(=O)c3ccc(N)cc3)nc2c1	i	0.9	i	i	i	i	i	i	i	i	i
63	CCCCCCn1nc(C(=O)N(CC(C)C)c2c(N)n(CCCC)c(=O)[nH]c2=O)c2ccccc2c1=O	i	-7.3	i	i	i	i	i	i	i	i	i
64	CCNC(=S)Nc1nc2c(cc1C(=O)OCC)CCCC2	i	-12.2	i	i	i	i	i	i	i	i	i
65	COc1ccc(C(=O)C2CCCN(C(=O)CCc3scnc3C)C2)c(C)c1 (configuration not stated)	i	-9.6	i	i	i	i	i	i	i	i	i

# Bioassay records as filed in PubChem BioAssay.
